Source: PubChem
p53ts 32C tox = kills p53ts cells at the permissive temperature; AID 924; H1299-p53A138V at 32C, ATP luminescence viability, 24 h; actives 0.93% (n = 130,000); Potency, µM (titrated, usually from 46.1 µM), without a hit: top-dose activity change, negative = cytotoxicity, actives largely listed as cytotoxic;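 note: 0% = DMSO and -100% = full killing by reference compound; nearly all actives have a fitted effect of over 55% in size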
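Cells: H1299 p53ts (A138V), 600/well, pre-incubated 16–30 h at 37C. Cpd up to 46 uM, 24 h, 32C. Readout: ATPlite luminescence, 20 min RT. Normalization: DMSO vs tamoxifen 100 uM. AC50 by Hill equation.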
p53ts 39C tox = kills p53ts cells at the nonpermissive temperature. Potency, µM (highest dose often 46.1 µM), without a hit: at the highest dose activity change, negative = cell killing, most hits filed as cytotoxic. actives 1.5% (n = 130,000). AID 902. H1299-p53A138V viability at 39C, ATP luminescence, 24 h; note: nearly all actives have a fitted effect of over 55% in size
Imprint erasure = genomic imprint erasure induction; mouse ES Peg3-LacZ reporter, beta-gal luminescence, 40 h; Potency, µM (series often up to 60.7 µM), for the others: at the top dose activity change, positive = activation, most hits filed as activators; actives 0.02% (n = 110,000); AID 1948;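 note: 0% = negative control wells on the plate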
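Readout: BetaGlo luminescence (5 min, room temp) for LacZ from the normally silent maternal Peg3 allele in female Peg3LacZ-Neo ES cells. Cells 300/well, 40 h, 37C, 5% CO2. Data normalized per plate to negative controls.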
IkB sig inh = IkB pathway inhibition in ABC-DLBCL cells; ABC-DLBCL IkBa-CBG/CBR dual luciferase ratio, 4 h; response scale: scaled: untreated 0%, proteasome inhibitor 100%; Potency, µM (series often up to 57.1 µM), without a hit: at the highest dose IkBa stabilization activation; actives 0.04% (n = 110,000); active = well fitted curve in the direction sought with a large enough effect in the signal ratio, not every such curve was filed as active; inconclusive = small, poorly fitted or top-dose-only effect, or a change in a side signal; the % refers to the signal ratio;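 note: the direction sought is a rising ratio; 0% = basal untreated cells and 100% = reference inhibitor full response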
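Curves were fitted separately to fusion (green), unfused (red) and ratio luminescence, then classed by r2, magnitude and activity. Cells: OCI-Ly3, 4 h compound plus doxycycline at 37C; 10 uM MG-132 defined full response.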
* marks the source's active call; other numbers are inactive results; ? = inconclusive; . = not tested or not shown; & = joins results of further samples; [ ] = another dose, or the depositor's remark. Unless noted, calls come from the whole dose curve; as a rule, active = well fitted curve in the direction sought with a large enough effect; inconclusive = small, poorly fitted or top-dose-only effect, or another doubt; inactive = no such curve, though single readings can be large; an effect the other way counts as inactive or inconclusive. Unless noted, % is set by controls: 0 for no effect and ±100 for the full control effect; potency is the fitted concentration of half-maximal effect.

SMILES | p53ts 32C tox | p53ts 39C tox | Imprint erasure | IkB sig inh
CCn1ncc(Br)c1C(=O)Nc1ccc(Cl)cn1 | -8.2% | 0.6% | -0.8% | -0.9%
Cc1ccc2oc(=O)c3cc(C(=O)NCCN4CCN(C)CC4)sc3c2c1 | -9.6% | -23.0% | -10.5% | -4.5%
CCn1c(CN2CCC(C)CC2)nc2cc(NC(=O)c3ccc([N+](=O)[O-])cc3)ccc21 | -9.1% | 9.6% | -15.9%[10.9 µM] | 1.4%
Cc1nc(COC(=O)c2c(C)nn(-c3ccccc3)c2C)cs1 | -14.2% | -4.6% | -3.7% | 0.0%
Cc1nnc(NC(=O)CSc2nnc(Cc3ccccc3)n2-c2ccccc2)s1 | 4.7% | 17.3% | -11.7% | -1.0%
COc1ccc(CNc2nc(-c3ccc(Cl)cc3)nn2C(=O)c2ccccc2)cc1 | -1.0% | 22.6% | -3.8%[10.9 µM] | 12.9%
CC12CN3CCN(CC(C3)C1(O)CN1CCOCC1)C2 (stereo not drawn) | -4.4% | 6.9% | 3.0% | 1.7%
CCn1nc(C)c2c(-c3ccccc3)cc(=O)n(C(C)C(=O)NCCc3ccc(Cl)cc3)c21 (stereo not drawn) | 5.0% | 8.6% | 18.5%[10.9 µM] | ?
Cc1cccc(NC(=O)c2cc(NC(=O)c3ccco3)ccc2Cl)n1 | 1.7% | 11.8% | -10.7% | -0.4%
CCCCN(CC)CCNC(=O)c1cn(C)c(=O)c2c1c1ccccc1n2C | 8.5% | 7.7% | 8.3%[10.9 µM] | 2.4%
COCCn1c(SCC(=O)Nc2cc(Cl)ccc2OC)nc2c(c1=O)SC(C)C2 (stereo not drawn) | -8.7% | -1.5% | -19.9% | -0.6%
COc1cccc(C(=O)N(Cc2ccc(N(C)C)cc2)C2CCS(=O)(=O)C2)c1 (stereo not drawn) | 0.8% | 8.8% | -4.3% | 2.1%
O=C(CN1C(=O)CSC1=O)Nc1ccc(C(=O)O)cc1 | -9.9% | 7.0% | . | 3.7%
COCCn1c(=O)[nH]c2cc(C(=O)NCCN3CCN(c4ccccc4F)CC3)ccc2c1=O | -5.5% | 2.8% | -10.5% | 0.4%
Cc1ccc(CN2CCSc3ccc(C(=O)Nc4ccc(F)cc4F)cc32)cc1 | -1.7% | 15.1% | -22.3%[10.9 µM] | ?
c1nc(NC2CCNCC2)c2cc(-c3ccc4c(c3)OCO4)ccc2n1 | -4.0% | -8.0% | 24.9% | -1.0%[11.4 µM]
CCc1ccccc1NC(=O)N1C2CCCC1CC(NC(C)=O)C2 (stereo not drawn) | -7.5% | -3.8% | 3.4% | 0.2%
COc1ccccc1N1CCN(C(=O)Cn2c(=O)n3nc(-c4cccc(F)c4)nc3c3ccccc32)CC1 | -2.8% | 0.9% | 3.0%[10.9 µM] | 0.8%
COC(=O)CSc1ncnc2c1cnn2Cc1ccccc1 | -4.4% | 15.8% | -14.0% | 7.5%
CC(=O)N1CCc2c(sc3c2c(=O)n(CCc2ccccc2)c(=O)n3Cc2ccc(Cl)cc2)C1 | 46.1%[activator] | -8.7% | -4.4%[10.9 µM] | ?
Cc1ccc(S(=O)Cc2nc(-c3ccc(C(=O)NC(C)c4ccccc4)cc3)oc2C)cc1 (stereo not drawn) | -0.7% | 39.1%[activator] | -8.7%[10.9 µM] | ?
CCOC(=O)N1CCN(C(=O)CN(C2CCCCC2)S(=O)(=O)c2ccc(F)cc2)CC1 | 27.2% | -3.6% | -9.8% | 3.0%
O=C(O)CN1CCN(Cc2ccccc2Cl)C1=O | 2.1% | -19.3% | 13.4% | -0.1%
CCS(=O)(=O)N1CCN(C(=O)c2cccc(OC)c2)CC1 | 7.3% | 11.4% | 1.3% | -0.4%
CCN(C(=O)Cn1nnc2sc3c(c2c1=O)CCC(C(C)(C)C)C3)c1cccc(C)c1 (stereo not drawn) | 1.5% | -19.9% | -13.2%[10.9 µM] | ?
CC(=O)c1cccc(N(CC(=O)N2CCCC2)S(C)(=O)=O)c1 | 5.6% | 13.0% | 3.8% | 1.0%
CC(=O)N1CCc2cc(S(=O)(=O)NCCN3CCC(C)CC3)ccc21 | 1.6% | -17.7% | -12.6% | 0.0%
CC(CNC(=O)c1nnc(Cc2cccc(F)c2)o1)c1ccccc1 (stereo not drawn) | 1.6% | -6.1% | -8.0%[10.9 µM] | 1.3%
Cn1c(CNC(=O)c2ccco2)nnc1SCC(=O)N1c2ccccc2Sc2ccccc21 | 3.1% | 13.8% | -0.1% | 5.0%
COc1ccc(S(=O)(=O)N(C)CC(=O)N2CCN(C)CC2)cc1C | 6.2% | 5.0% | -4.4% | -1.3%

Molecules above with two or more sulfur atoms (3):
SMILES | p53ts 32C tox | p53ts 39C tox | Imprint erasure | IkB sig inh
Cc1nnc(NC(=O)CSc2nnc(Cc3ccccc3)n2-c2ccccc2)s1 | 4.7% | 17.3% | -11.7% | -1.0%
COCCn1c(SCC(=O)Nc2cc(Cl)ccc2OC)nc2c(c1=O)SC(C)C2 (stereo not drawn) | -8.7% | -1.5% | -19.9% | -0.6%
Cn1c(CNC(=O)c2ccco2)nnc1SCC(=O)N1c2ccccc2Sc2ccccc21 | 3.1% | 13.8% | -0.1% | 5.0%

Next part:
SMILES | p53ts 32C tox | p53ts 39C tox | Imprint erasure | IkB sig inh
O=C(Cn1ncc2c3ccccc3n(Cc3ccc(F)cc3)c2c1=O)NCCC1=CCCCC1 | 0.4% | -6.0% | 5.9%[10.9 µM] | 1.0%
CC(C)(C)P(=O)(CO)c1ccccc1 (stereo not drawn) | -3.0% | -2.5% | -0.7% | 0.4%
COc1ccc(N(C)C(=O)CC2(CC(=O)O)CCCCC2)cc1 | 2.7% | 4.9% | -5.8% | 1.3%
Cc1ccc(NC(=O)CN(C)S(=O)(=O)c2cnc[nH]2)cc1 | -4.1% | 4.7% | -4.4%[10.9 µM] | -0.3%
CCOC(=O)CCSc1nnc(-c2cccnc2)n1-c1ccccc1OC | -1.3% | -0.4% | -7.5% | ?
Cc1occc1C(=O)Nc1cc(=O)n(C)c(=O)n1C | -3.7% | 6.7% | 1.7% | 1.4%
CC(=O)c1ccc(NC(=O)c2ccc(-c3ccc(Cl)cc3)o2)cc1 | ? | 4.3% | -2.5%[10.9 µM] | 17.9%
N#Cc1cc2c(nc1SCC(=O)Nc1sc3c(c1C#N)CCC3)CCCCC2 | 1.2% | -5.9% | -9.7% | 0.7%
CCn1nnnc1-c1ccc(OC)c(S(=O)(=O)NCCc2ccccc2)c1 | 16.2% | -1.3% | -8.9% | -1.5%
COCCn1nnnc1CN(CCc1ccccc1)Cc1cc2ccc(C)cc2[nH]c1=O | 4.9% | -4.3% | -3.4% | 0.9%
O=C(CSc1nc(-c2cccc(F)c2)[nH]c1-c1ccccc1)Nc1ccc2c(c1)OCCO2 | ? | ? | -1.2%[10.9 µM] | -16.5%
CN(C)c1cccc(NC(=O)CCc2ccccc2)c1 | -5.8% | -17.0% | -13.2% | 3.4%
CC(C)=CCNc1ncnc2c1c(C#N)cn2[C@H]1O[C@@H](CO)[C@@H](O)[C@@H]1O | 8.5%[9.22 µM] | 7.8%[9.22 µM] | -22.8%[10.9 µM] | 0.9%[11.4 µM]
Cc1cc(C)nc(SCc2nnc(SCC(=O)Nc3nccs3)n2Cc2ccco2)n1 | -3.2% | 5.6% | -6.2% | 0.2%
COc1ccc(-c2cc(C)no2)cc1S(=O)(=O)NCc1ccco1 | 15.0% | 0.6% | 21.5%[10.9 µM] | ?
CC(C)CN1CC2(CCN(S(=O)(=O)c3ccccc3)CC2)C1 | 0.7% | -0.8% | . | 2.8%[11.4 µM]
COc1ccc(-c2cc(C(=O)NCCc3ccc(OC)c(OC)c3)c3ccccc3n2)cc1 | ? | -24.6% | -10.5%[10.9 µM] | ?
O=C(c1ccccc1-c1nc2ccccc2[nH]1)N1CCCCC1 | 8.9% | 3.6% | 2.8% | 3.8%
CCOC(=O)c1ccc(N2C(=O)c3[nH]nc(-c4ccc(OCC)cc4)c3C2c2ccc(OC)cc2OC)cc1 (stereo not drawn) | 18.9% | 8.1% | -17.8%[10.9 µM] | -0.9%
COc1ccc(CNC(=O)CCC(=O)N2CCSc3ccccc32)cc1 | -2.9% | 21.5% | -9.7%[10.9 µM] | -1.1%
CC(C)(C)N(C=C(Cl)Cl)C(=O)NC1CCCCC1 | 2.2% | 4.9% | 6.9% | 2.6%
COc1cc(CCC(=O)NCc2ccc3c(c2)CCN3C(=O)c2cccc(C)c2)cc(OC)c1OC | 8.6% | 6.2% | 11.6%[10.9 µM] | 1.3%
Cc1cc(=O)n2nc(N3CCC(C(=O)NCc4ccccc4)CC3)sc2n1 | 6.8% | 24.5% | -4.9%[10.9 µM] | -0.3%
CCOC(=O)CSc1ncnc2c1c(-c1ccccc1)cn2-c1ccc(OC)cc1 | 1.4%&-12.0% | 27.7%&-5.7% | 3.3%[10.9 µM] | ?
O=C1/C(=C/c2cccnc2)SC(=S)N1Cc1ccco1 | -0.6%[9.22 µM] | -1.0%[9.22 µM] | -6.2%[10.9 µM] | 2.2%[11.4 µM]
CSCCC(NC(=O)C1CCC(C)CC1)C(=O)O (stereo not drawn) | -4.0% | 0.1% | -3.8% | 1.2%
Cc1ccc(Cl)cc1-n1c(=O)cc(N2CCN(C(=O)c3ccco3)CC2)[nH]c1=O | -6.3% | 2.5% | -1.4% | -0.1%
N#C/C(=C\c1ccc(F)cc1)C(=O)NCC1CCCO1 (stereo not drawn) | -0.7% | 3.2% | 6.9%[10.9 µM] | ?
Cc1ccc(Cl)cc1NC(=O)Cn1cc2c(n1)CCCC2 | -1.3% | 1.4% | -18.6% | -0.5%
Cc1ccc(N=Cc2c(O)n(C)c(=O)n(C)c2=O)nc1 | -3.4% | 2.1% | 4.1% | -0.5%
Cc1cc(C)c(S(=O)(=O)NCCc2csc3nc(-c4ccc(Cl)cc4)nn23)c(C)c1 | 5.2% | -17.2% | 22.7%[10.9 µM] | ?
Cn1cccc1-c1nc2ccc(NC(=O)c3ccccc3)cc2[nH]1 | -11.3% | -7.5% | -19.6% | 8.0%
COc1ccc(NC(=O)CN2CCN(S(=O)(=O)c3ccc(Cl)cc3)CC2)cc1 | -2.1% | -3.2% | -10.0% | 0.0%
O=C(CSC1=NCCS1)Nc1ccc(S(=O)(=O)N2CCCCCC2)cc1 | 3.1% | 13.9% | ? | 0.0%
COc1ccccc1CNC(=O)CNCC1CCCO1 (stereo not drawn) | 0.1% | -5.1% | -8.1% | 0.1%
COc1ccc(C2NC(=O)N(C)C3=C2C(=O)N(c2cccc(C(=O)O)c2)C3)cc1 (stereo not drawn) | -5.4% | -2.5% | -14.4%[10.9 µM] | -2.2%
CCOc1ccccc1C(=O)NCc1nc2cccnc2n1Cc1ccc(C)cc1 | -2.1% | -26.6% | 14.8%[10.9 µM] | -2.2%
COc1cc(C2c3c(oc4ccc(Cl)cc4c3=O)C(=O)N2Cc2ccco2)cc(OC)c1OC (stereo not drawn) | 4.5% | -2.6% | -2.2% | -0.6%
COc1ccc(CNC(=O)C2CCCN(C(=O)c3cnn(-c4ccc(F)cc4)c3-n3cccc3)C2)cc1 (stereo not drawn) | -1.1% | 6.6% | -1.5%[10.9 µM] | ?
COc1ccc(OC)c(-c2cc(C(=O)N3CCN(c4ncccn4)CC3)c3ccccc3n2)c1 | -19.8% | -13.2% | -17.7% | ?
O=C(C1CCN(S(=O)(=O)N2CCOCC2)CC1)N1CCN(Cc2ccccc2)CC1 | 8.3% | -0.5% | -12.6% | 0.9%
Cc1ccc(CN(C(=O)COc2ccc(Cl)cc2)c2ccccn2)o1 | -8.8% | 4.3% | -6.9%[10.9 µM] | -0.3%
CCC(=O)Nc1ccccc1N1CCN(S(C)(=O)=O)CC1 | 10.5% | 7.1% | ? | -2.3%
Cc1nc2ccccn2c1C(=O)N/N=C/c1cc(C)n(-c2ccc(Br)cc2)c1C | -3.2% | -6.3% | . | .
COc1ccc(NC(=O)c2cccc(NC(=O)c3ccco3)c2)c(OC)c1 | 2.3% | 17.7% | 6.1% | ?
C=CCc1c(C)nc(SCc2nc3ccccc3c(=O)[nH]2)[nH]c1=O | -3.5% | -6.9% | -2.5% | ?
CCCn1c(=O)sc2cc(NC(=O)c3ccc(OC)c(Br)c3)ccc21 | -6.4% | -17.2% | -4.4%[10.9 µM] | 6.4%

An unsorted share of the library. Share with any hit: about 1.7%.
